TIM10 inh – inhibits growth of TIM10 yeast strain; S. cerevisiae TIM10 strain growth, BacTiter-Glo luminescence, 24 h; inhibition, % at 10 µM; hit rate 1.4% among 330,000; AID 463195;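 active = inhibition of 40% or more at the single tested concentration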;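 also: wild-type TIM10 isogenic control strain grown at permissive 25 °C; 0% = DMSO yeast wells and 100% = minimal medium wells without yeast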
CXCR6 inh – blocks human CXCR6 beta-arrestin recruitment. inhibition, % at 20 µM. CHO-K1 PathHunter CXCR6 beta-arrestin, luminescence. O00574. hit rate 0.36% among 360,000; in the data active = inhibition above about 34%, passing the limit was not always enough;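 also: antagonist mode with CXCL16 agonist at 10 nM final; 0% = 10 nM CXCL16 with DMSO and 100% = unstimulated wells without agonist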
Mdm2 MdmX PPI – disrupts the human Mdm2-MdmX interaction; AID 485346; hit rate 3% among 330,000; inhibition, % at 8 µM; SaOS-2 split-luciferase Mdm2/MdmX complementation, luminescence; O15151+Q00987;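 active = inhibition of at least 50% at 8 µM in the primary screen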
Target sequence (O15151 whole entry, looked up): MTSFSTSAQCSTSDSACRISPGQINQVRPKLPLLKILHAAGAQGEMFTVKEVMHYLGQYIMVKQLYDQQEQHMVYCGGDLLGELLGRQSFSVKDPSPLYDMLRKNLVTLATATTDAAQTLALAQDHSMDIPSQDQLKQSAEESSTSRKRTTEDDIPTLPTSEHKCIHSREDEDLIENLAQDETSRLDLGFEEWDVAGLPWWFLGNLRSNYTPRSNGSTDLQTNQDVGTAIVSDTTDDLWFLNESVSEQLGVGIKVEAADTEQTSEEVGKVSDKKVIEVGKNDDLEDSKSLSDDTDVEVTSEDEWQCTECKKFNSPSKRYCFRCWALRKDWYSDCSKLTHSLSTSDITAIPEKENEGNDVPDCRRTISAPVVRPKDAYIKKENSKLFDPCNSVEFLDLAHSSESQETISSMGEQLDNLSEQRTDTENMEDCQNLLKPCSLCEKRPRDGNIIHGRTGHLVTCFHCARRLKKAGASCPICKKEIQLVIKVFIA
Target sequence (Q00987 whole entry, looked up): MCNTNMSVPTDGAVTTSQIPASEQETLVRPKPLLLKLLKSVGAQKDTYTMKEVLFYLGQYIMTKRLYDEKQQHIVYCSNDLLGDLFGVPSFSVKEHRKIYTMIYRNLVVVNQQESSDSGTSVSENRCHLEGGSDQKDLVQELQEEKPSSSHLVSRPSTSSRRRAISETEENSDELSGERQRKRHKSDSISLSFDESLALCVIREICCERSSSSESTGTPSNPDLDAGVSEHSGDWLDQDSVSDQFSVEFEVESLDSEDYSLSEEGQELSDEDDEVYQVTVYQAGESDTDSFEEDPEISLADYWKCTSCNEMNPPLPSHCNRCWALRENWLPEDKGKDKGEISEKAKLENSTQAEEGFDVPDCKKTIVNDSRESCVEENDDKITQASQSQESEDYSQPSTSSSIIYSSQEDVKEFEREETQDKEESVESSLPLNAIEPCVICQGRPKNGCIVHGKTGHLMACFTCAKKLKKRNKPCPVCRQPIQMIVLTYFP
tim23-1 inh – tim23-1 yeast growth inhibition | S. cerevisiae tim23-1 growth, BacTiter-Glo luminescence, 24 h | inhibition, % at 20 µM | hit rate 1.3% among 330,000 | AID 463212;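 active = growth inhibition of the mutant yeast at or above 50%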;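 also: temperature-sensitive mutant grown at 25 °C; plate controls were DMSO-treated mutant yeast for no effect and medium wells lacking yeast for full effect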
APJ antagonist – APJ receptor antagonism. P35414. CHO-K1 APJ beta-arrestin complementation, luminescence. inhibition, % at 20 µM. hit rate 0.32% among 330,000. AID 2521;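 active = inhibition above about 40% at 20 µM, limit read from the data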;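 also: cells challenged with 10 nM apelin-13 agonist together with compound; plate controls were apelin-13 plus DMSO wells for no effect and DMSO wells lacking apelin-13 for full effect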
APJ agonist – activates the human apelin receptor APJ. P35414. CHO-K1 APJ PathHunter beta-arrestin, luminescence; 0% DMSO wells, 100% apelin. activation, % at 20 µM. hit rate 0.11% among 330,000;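 active = activation more than six SD over the plate average, tested at 20 µM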;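 also: 0% = DMSO alone and 100% = apelin-13 at 10 nM; some results filed as inactive read as strong as hits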
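Test system: CHO-K1 APJ beta-arrestin complementation cell line. Amount: cell density 1000 per well. Controls: DMSO negative, 10 nM Apelin-13 positive. Signal: luminescent beta-gal fragment complementation, chemiluminescent substrate. Read-out basis: agonist-driven arrestin binding to APJ. Timing: compound stimulation 90 min at 25 °C, detection 60 min.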
tim10-1 inh – inhibits growth of tim10-1 mutant yeast | S. cerevisiae tim10-1 ts strain growth, BacTiter-Glo, 24 h | hit rate 2.2% among 330,000 | inhibition, % at 20 µM;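 active = inhibition of at least 40%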;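 also: mutant grown at 25 °C; 0% = DMSO wells with yeast and 100% = wells holding no yeast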
XBP1 UPR activ – adaptive UPR (XBP1) activation | CHO-XBP1 luciferase reporter, IRE1-XBP1 UPR activation, luminescence; percent of tunicamycin response, DMSO as zero | activation, % at 20 µM | hit rate 0.33% among 330,000 | AID 463104;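 active = versus positive control, 20 µM dose yields 30% or more activation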;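 also: 100% = tunicamycin at 10 µg/mL and 0% = DMSO only wells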
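Material: CHO cell line with stable XBP1 luciferase reporter; schedule: 16-18 h cell attachment at 37 °C, then 6 h compound exposure; signal: glow luminescence from Steady-Glo reagent; medium: serum-containing F12 medium, 10% FBS; benchmarks: tunicamycin 10 µg/mL and vehicle-only wells; read-out: percent activation relative to tunicamycin reference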
CHOP UPR activ – apoptotic UPR (CHOP) activation; hit rate 0.34% among 330,000; AID 449763; CHO-CHOP luciferase reporter, luminescence; percent of tunicamycin response over DMSO baseline; activation, % at 10 µM;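 active = at 10 µM dose, activation of 40% or more, normalized to positive control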;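 also: 100% = tunicamycin at 10 µg/mL and 0% = DMSO alone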
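Material: CHO-CHOP cells, stable luciferase reporter of PERK-eIF2a-CHOP signalling; quantity: 500 reporter cells seeded per well; buffer or medium: F12 medium containing 10% fetal bovine serum; compound: one dose, 10 µM in 0.5% DMSO; incubation: 6 h compound treatment, 37 °C; measured by: Steady-Glo luciferase luminescence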
An asterisk follows results filed as active; x = not tested or not shown; & = joins results of further samples. Only part of the results is shown, so the mix of outcomes need not match the whole.

SMILES	TIM10 inh	CXCR6 inh	Mdm2 MdmX PPI	tim23-1 inh	APJ antagonist	APJ agonist	tim10-1 inh	XBP1 UPR activ	CHOP UPR activ
Cc1[nH]c(C)c(S(=O)(=O)N2CCN(c3cccc(C(F)(F)F)c3)CC2)c1C(=O)N1CCCCC1	7	-4	76*	6	-9	-4	8	1	-1.2
CC(C(=O)Nc1ccccn1)N1C(=O)C2C3C=CC(C3)C2C1=O (configuration not stated)	-2	-1	11	9	1	3	13	2	0.4
CC(CCc1ccccc1)NC(=O)CCc1cn(C)c2ccccc12 (configuration not stated)	0	3	-9	21	3	-2	23	-3	0.3
COC(=O)CSc1nnc(CNC(=O)c2cccc(C)c2)n1-c1ccccc1OC	7	-1	-7	15	-7	-7	11	-2	-0.5
CCN(C(=O)CSc1nnc(-c2ccco2)n1C)c1c(N)n(Cc2ccccc2)c(=O)[nH]c1=O	7	-1	16	-6	16	-5	-15	0	1.4
COc1ccc(NC(=O)CSc2nncn2N)c(OC)c1	7	-11	5	2	3	0	1	0	3.7
COc1ccc(NC(=O)C(=S)N2CCCC2)cc1	-14	7	-14	17	5	-2	6	-1	0.6
Cc1nn(CCC(=O)O)c(C)c1C	14	-2	21	15	16	0	18	-2	-1.4
C/C(=N\NC(=S)Nc1ccc(F)cc1)c1ccc2c(c1)OCCO2	44*	30	64*	38	25	-6	35	3	7.3
Cc1ccc(S(=O)(=O)NCCC(=O)NCCCSc2ccccc2)cc1	-5	2	8	3	9	-1	-2	0	-2.3
COc1cccc(CN2CCN(Cc3ccco3)CC2)c1	6	8	-4	8	-1	1	12	-5	0.6
COc1ccc(-c2cc(C(=O)NCc3ccco3)c3ccccc3n2)c(OC)c1	12	-1	1	22	-17	0	11	0	0.4
COc1cccc(C(=O)Nc2cccc(S(=O)(=O)NC3=NCCC3)c2)c1	3	5	16	5	-2	-4	4	-2	-0.2
CCOC(=O)c1sc(NC(=O)Nc2ccc(Cl)cc2)nc1C	-1	-17	-62	4	10	1	17	10	6.3
CN1C(=O)CSc2ccc(NC(=O)N3CCN(c4ccccn4)CC3)cc21	-5	-7	46	10	1	-2	-1	-1	0.2

Profiles from above.
Shown for CC(CCc1ccccc1)NC(=O)CCc1cn(C)c2ccccc12 (configuration not stated) → TIM10 inh: 0; CXCR6 inh: 3; Mdm2 MdmX PPI: -9; tim23-1 inh: 21; APJ antagonist: 3; APJ agonist: -2; tim10-1 inh: 23; XBP1 UPR activ: -3; CHOP UPR activ: 0.3
Shown for COc1ccc(NC(=O)CSc2nncn2N)c(OC)c1 → TIM10 inh: 7; CXCR6 inh: -11; Mdm2 MdmX PPI: 5; tim23-1 inh: 2; APJ antagonist: 3; APJ agonist: 0; tim10-1 inh: 1; XBP1 UPR activ: 0; CHOP UPR activ: 3.7

Next section:
SMILES	TIM10 inh	CXCR6 inh	Mdm2 MdmX PPI	tim23-1 inh	APJ antagonist	APJ agonist	tim10-1 inh	XBP1 UPR activ	CHOP UPR activ
O=C(O)CC(NC(=O)COc1ccc(Cl)cc1Cl)C(=O)O (configuration not stated)	3	-1	-14	1	-5	-6	15	0	0.5
Cc1cccc(C)c1NC(=O)CSc1nc2c([nH]1)c(=O)n(C)c(=O)n2C	-11	6	14	4	7	-1	1	-5	1.1
Cn1c(=O)c2c(nc(SCC(=O)NCc3ccc4c(c3)OCO4)n2Cc2ccc(Cl)cc2)n(C)c1=O	23	4	28	13	-3	-2	41*	-1	-1.8
CCCCOc1ccc(C(O)(CCN2CCOCC2)c2ccccc2)cc1 (configuration not stated)	15	3	9	16	-4	-3	27	-7	1.4
Cn1cccc1Cc1nnc(SCC(=O)N2CCCCCC2)n1CCc1ccccc1	9	-1	-19	8	9	-4	17	-1	0.5
CCCNC(=O)NNC(=O)c1cc(-c2ccc3c(c2)OCO3)nc2ccccc12	15	2	10	18	-7	4	23	-4	0.6
C[C@@H]1NC(=O)c2cc([N+](=O)[O-])cc(I)c2NCCCC[C@@H](C(N)=O)NC(=O)[C@H](CCC(=O)O)NC1=O	-3	-3	10	2	9	-4	-15	1	1.6
CCc1cc(SC#N)cc(CC)c1NC(=O)CCl	17	-1	41	31	17	-4	9	1	3.7
CCC(=O)Nc1ccc(C(=O)CN2CCC(C)CC2)cc1	2	x	4	12	-10	-1	5	0	-1.1
COc1cc(NC(=S)N2CCN(C)CC2)cc(OC)c1	9	3	-26	-24	-8	-6	7	-4	0.9
O=C(CCCCN1CCCCC1)c1ccccc1	37	-7	7	2	20	2	3	1	2.1
CC(=O)c1sc(NC(=O)COc2ccc(Cl)cc2C)nc1C	-6	2	5	9	14	0	-18	-1	1.2
COc1ccc(OC)c(C2/C(=C(\O)c3ccc4c(c3)OCCO4)C(=O)C(=O)N2CC2CCCO2)c1 (configuration not stated)	-2	-9	15	-4	0	3	-2	-3	-0.8
O=C(O)c1cccc(CSc2ncn[nH]2)c1	-3	-1	-21	9	5	-6	10	1	3.6
Cn1c(=O)c(C(=O)Nc2ncccn2)c(O)c2ccccc21	18	-8	15	60*	-7	1	25	1	5.1
CC[C@@]12C(=O)N(c3cccc(F)c3)C(=O)N1[C@H](c1ccc(Br)cc1)[C@@H]1C(=O)N(C(C)(C)C)C(=O)[C@@H]12	3	3	38	13	18	2	8	4	-0.9
COc1cc(/C=C/C(=O)OCC(=O)Nc2ccc(S(N)(=O)=O)cc2)ccc1O	-11	-3	-2	-11	0	-2	-9	-3	1.4
CCn1nc(C(=O)O)c(=O)c2cc3c(cc21)OCO3	2	3	-21	3	10	-2	-7	-5	-1.3
O=C(N=C1SC2CS(=O)(=O)CC2N1c1ccc(Cl)cc1Cl)C1CC1 (configuration not stated)	-3	3	-2	-8	13	5	1	-6	-0.9
CSCCOC(=O)C1=C(C)Nc2ccc(C)cc2S1	4	16	10	33	8	0	40	8	1.9
Cc1ccc(-c2nnn(CC(=O)N3CCCc4ccccc43)n2)cc1	20	0	2	24	10	-4	15	-1	0.4
Cc1c(CCC(C)C)c(-n2ccnc2C)n2c(nc3ccccc32)c1C#N	21	2	21	14	-4	3	24	0	-1.9
Clc1ccc(Cn2ncc3c(NCCN4CCOCC4)ncnc32)cc1	-1	-10	0	17	8	-2	11	-3	-0.5
Cc1ccc(C(=O)NNC(=O)c2cccc(Br)c2)cc1	3	-10	2	-4	-4	-3	-13	0	2.5
O=C(NCc1ccc2c(c1)OCO2)C1CC(=O)N(CCc2ccc(Cl)cc2)C1 (configuration not stated)	11	4	3	8	10	-2	8	-2	1.6
COc1ccc(NC(=O)Cc2c(C)n(C(=O)c3ccc(Cl)cc3)c3ccc(OC)cc23)cc1	-4	4	-31	9	7	-3	15	2	0.5
CC(=O)c1ccc(N=Nc2ccc(N(C)C)cc2)cc1	0	11	-82	8	15	-6	3	-3	-5.4
CN1CCCN(S(=O)(=O)c2ccc3c(c2)OCCO3)CC1	-11	-1	-4	3	-4	-3	15	2	0.1
CCC(NC(=S)NCc1ccc(F)cc1)c1ccc(C)cc1 (configuration not stated)	-35	-1	9	11	7	10	31	-2	-1.3
CCC(C)(C)n1nnnc1CN1CCC(c2nc3ccc(C)cc3[nH]2)CC1	5	-6	41	12	-8	2	17	0	0.4
COc1cc(/C=N/n2c(SC)nnc(C(C)(C)C)c2=O)ccc1O	-9	6	2	4	1	-4	7	2	-2.2
CS(=O)(=O)c1nc(S(=O)(=O)c2ccc(Cl)cc2)c(N2CCC(O)CC2)s1	9	2	17	1	4	-1	-12	-3	-2.5
CC1=C(C(=O)OC(C)C)C(C)C(C(=O)OC(C)C)=C(C)N1	3	-2	3	33	20	-1	-5	0	-2.1
CCCCOc1ccc(C(C)(O)CCN2CCOCC2)cc1 (configuration not stated)	-15	2	8	-7	18	1	-25	-1	0.5
Cc1cc(C(=O)NNC(=O)c2cccc(N(C)C)c2)c(C)o1	3	4	25	16	-4	9	8	-2	-0.5
CCN(CC)CCCN1C=C2C(=O)C(C)(OC(=O)C3CCCC3)C(=O)C(c3ccccc3)=C2C=C1CCCC(=O)OC (configuration not stated)	-14	-10	-2	-16	-18	11	-11	-1	-0.5
C=CCN=C1NN=C(c2ccc3c(c2)OCCO3)CS1	9	8	37	17	6	-3	4	-9	-9.4
COCC(C)NC(=O)c1cccc([N+](=O)[O-])c1 (configuration not stated)	-13	-8	-16	9	-17	0	18	2	0.1
CCc1cc(Cl)c(OC)c(C(=O)NC[C@@H]2CCCN2CC)c1O	7	-6&-2	25	-1	3	5	3	-4	-0.5
Cc1ccc(C(=O)COC(=O)c2ccc3c(c2)C(=O)N(c2cccc4ncccc24)C3=O)cc1	-11	10	1	-4	-10	0	7	-3	-0.8
O=S(=O)(NC1CCCCCC1)c1ccc(Br)s1	5	-1	13	13	-10	-4	28	0	-0.7
CN1CC(=O)N(CC(=O)Nc2ccc(Cl)c(C(F)(F)F)c2)C1=O	-3	-4	25	18	0	-5	7	-1	-2.1
CCC(=O)N1N=C(c2ccc(NS(=O)(=O)c3ccc(C)cc3)cc2)CC1c1ccco1 (configuration not stated)	-1	-2	36	8	-3	-3	10	0	-0.5
CC(Nc1cc(N2CCN(S(C)(=O)=O)CC2)ccc1[N+](=O)[O-])c1ccccc1 (configuration not stated)	28	17	34	23	6	-7	28	1	1.0
Cc1nc(-c2ccc(Cl)cc2)sc1C(=O)NN	17	-24	32	19	-15	5	-4	2	1.8
CCN(c1cccc2ccccc12)S(=O)(=O)c1cccs1	-5	-6	11	15	-18	-3	-6	1	0.3
CCC(=O)c1ccc2c(c1)N(CCCN(C)C)c1ccccc1S2	17	0	55*	0	19	-4	36	-6	0.3
Cc1ccc2c(c1)nnn2C1CCN(S(=O)(=O)c2ccc(C(=O)NC3CCCC3)cc2)CC1	-2	-3	26	8	-2	2	14	-1	-0.1
CCOc1ccc2[nH]c3nc(SCC(=O)NCC4CCCO4)nnc3c2c1 (configuration not stated)	11	3	-16	1	1	-3	-6	0	2.8
O=C(c1ccc(=O)[nH]c1)N(Cc1ccco1)C1(C(=O)NC2CCCCC2)CCCCC1	-8	4	-5	11	6	-3	10	1	0.3
C=Cc1ncc(OC)c2c1[nH]c1ccccc12	22	0	100*	31	-22	4	44*	-5	8.4
O=C(CN1C(=O)NC(Cc2c[nH]c3ccccc23)C1=O)Nc1ccc(Br)cc1F (configuration not stated)	0	5	17	-11	3	-1	-12	-1	-0.4
Nc1ccc2nc(-c3ccc(-c4nc5ccc(N)cc5[nH]4)cc3)[nH]c2c1	-1	x	22	-12	-18	4	-69	-6	2.0
CC(=C\c1ccco1)/C=C(\C#N)C(=O)NCCc1c[nH]c2ccccc12	38	-4	6	31	14	-2	43*	-2	-2.3
Cc1cc(Br)ccc1NC(=O)CNC(=O)Cn1ncc(Cl)c(Cl)c1=O	4	10	97*	-8	9	-2	-1	-8	23
COc1ccccc1C(=O)CC(=O)c1ccccc1	-18	-5	9	5	11	-2	-14	2	6.4
COc1cc(Cl)c(C)cc1NC(=O)CCNC(=O)c1ccco1	4	-4	9	3	4	-1	-7	-4	-1.5
CCC1=Nc2cc(C(=O)NCc3cccnc3)ccc2Sc2ccc(C)cc21	-19	-1	43	-3	-13	-8	-10	8	-0.2

Compound activity: PubChem, Sanford-Burnham Center for Chemical Genomics
